S1P1 ag-PAM: activates or potentiates agonism at human S1P1 receptor; P21453; S1P1 CRE-bla cells, forskolin, beta-lactamase FRET, potentiator mode; S1P1 agonist co-added at EC20, 2 nM; 100% = saturating reference agonist, 0% = basal; activation, % at 9.5 µM; 56,000 tested, 0.57% active; AID 449;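 active means activation above a cutoff set at the mean activation of all tested compounds plus 3 SD, cut at about 54% in these data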;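 further: forskolin at 4 µM as EC80 and the EC20 agonist is SEW2871; 100% = SEW2871 at its EC100 plus forskolin at EC80; some compounds past the cut are filed as inactive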
5HT1E ag: 5-HT1E (human) receptor agonism; P28566; CHO 5-HT1E Ga15 NFAT-bla reporter, FRET; 0% DMSO wells, 100% control agonist wells; activation, % at 6 µM; 65,000 tested, 0.69% active; AID 574;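 active means activation above a set limit, the screen-wide mean activation plus 3 SD, cut at about 8.5% in these data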;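 further: 100% = positive control agonist at 1 µM giving full maximal response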
Target sequence (P28566 whole entry, looked up): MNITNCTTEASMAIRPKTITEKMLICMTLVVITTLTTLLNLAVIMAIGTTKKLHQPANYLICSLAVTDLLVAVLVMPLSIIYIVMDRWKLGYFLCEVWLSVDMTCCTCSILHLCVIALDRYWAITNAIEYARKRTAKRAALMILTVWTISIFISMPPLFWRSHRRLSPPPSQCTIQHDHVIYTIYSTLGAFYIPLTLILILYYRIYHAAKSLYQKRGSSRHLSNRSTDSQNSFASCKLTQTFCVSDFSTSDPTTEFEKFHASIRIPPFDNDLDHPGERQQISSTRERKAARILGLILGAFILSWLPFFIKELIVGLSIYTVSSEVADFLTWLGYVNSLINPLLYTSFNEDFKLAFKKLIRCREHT
HTR1A agonist: agonists of human 5-HT1a serotonin receptor. P08908. CHO 5-HT1a Ga15 NFAT-bla reporter, FRET ratio; 0% basal, 100% maximal reference agonist. activation, % at 10 µM. 65,000 tested, 0.56% active;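 active means activation above the screen-wide mean activation plus 3 SD, cut at about 19% in these data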;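 further: 0% = DMSO wells and 100% = 5-CT at EC100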
5HT1a antag: 5-HT1a (human) receptor antagonism | P08908 | CHO 5-HT1a Ga15 NFAT-bla reporter, antagonist mode | inhibition, % at 10 µM | 62,000 tested, 0.68% active | AID 612;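 active means inhibition above the mean of all tested compounds plus 3 SD, cut at about 43% in these data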;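 further: receptor stimulated by 5-CT agonist at 100 nM near EC80; beta-lactamase reporter measured by ratiometric fluorescence of a cleavable substrate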
D1 mod: allosteric modulators of human D1 dopamine receptor; P21728; HEK293 D1, CRE-luciferase, dopamine EC30 potentiation; actives deviate in either direction; B-score at 10 µM; 58,000 tested, 5.9% active; AID 641;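 active means luminescence count or its row- and column-corrected plate score outside the 99.7% band of the plate's sample wells, on either side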
Target sequence (P21728 whole entry, looked up): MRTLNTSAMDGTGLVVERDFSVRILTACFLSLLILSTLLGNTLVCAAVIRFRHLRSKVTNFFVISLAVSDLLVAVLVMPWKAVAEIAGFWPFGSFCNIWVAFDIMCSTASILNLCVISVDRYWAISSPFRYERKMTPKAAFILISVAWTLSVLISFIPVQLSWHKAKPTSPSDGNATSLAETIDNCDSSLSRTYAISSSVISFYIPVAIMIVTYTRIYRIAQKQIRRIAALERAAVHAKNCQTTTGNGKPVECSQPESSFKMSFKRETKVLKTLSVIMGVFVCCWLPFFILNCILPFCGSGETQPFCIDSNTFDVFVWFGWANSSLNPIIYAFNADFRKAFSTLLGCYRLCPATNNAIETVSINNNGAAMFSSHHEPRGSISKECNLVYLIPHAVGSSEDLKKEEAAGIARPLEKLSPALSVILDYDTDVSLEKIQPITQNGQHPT
HEK293 NFkB inh: inhibitors of the PMA/ionomycin-induced NF-kB reporter in HEK293 cells. HEK-293 NF-kB luciferase reporter, luminescence. AID 465. 62,000 tested, 0.21% active. inhibition, % at 3 µM;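 active means inhibition above the mean of all tested compounds plus 3 SD, cut at about 40% in these data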;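 further: 0% = stimulated DMSO wells and 100% = 10 µM reference inhibitor 5653914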
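System: NF-kB luciferase reporter HEK-293 cells | Replication: Single test | Control set: DMSO vs reference inhibitor | Evaluation: % inhibition | Schedule: 1 h pretreatment, 16 h stimulation, 37 °C | Probe or stimulus: PMA with ionomycin | Compound dosing: One dose, 3 µM | Detection: Luciferase luminescence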
S1P3 agonist: activates the human S1P3 receptor; activation, % at 4.5 µM; 60,000 tested, 0.1% active; S1P3 NFAT-BLA reporter cells, agonism, FRET ratio; relative to 1 µM S1P, basal subtracted;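 active means activation above the screen-wide mean plus 3 SD, cut at about 4.5% in these data, passing the limit was not always enough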; further: some compounds called inactive have numbers as strong as hits
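Assay system: stable CHO line with human S1P3, Gα16, NFAT-BLA reporter; Detection: FRET β-lactamase substrate fluorescence, excitation 405 nm, 460/535 nm emission ratio, background-subtracted; Read-out: percent activation versus median 1 µM S1P response, basal-subtracted, per plate; Incubation: cells plated overnight, compound 4 h 37 °C, substrate 2 h RT.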
Jurkat viability: cytotoxicity toward Jurkat cells. Jurkat E6.1 viability, ATP luminescence, 48 h. inhibition, % at 4 µM. 56,000 tested, 1.2% active;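 active means inhibition above the mean inhibition of all tested compounds plus 3 SD, cut at about 28% in these data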
5HT1E antag: blocks the human 5-HT1E serotonin receptor | P28566 | CHO 5-HT1E Ga15 NFAT-bla reporter, FRET, antagonist | inhibition, % at 6 µM | 65,000 tested, 0.99% active;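 active means inhibition above a set limit, the mean inhibition across every tested compound plus 3 SD, cut at about 29% in these data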;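 further: signal is the 460 over 535 nm emission ratio of beta-lactamase substrate; 0% = agonist plus DMSO wells and 100% = wells without agonist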
* hit, by the source's call; . = not tested or not shown.

SMILES | S1P1 ag-PAM | 5HT1E ag | HTR1A agonist | 5HT1a antag | D1 mod | HEK293 NFkB inh | S1P3 agonist | Jurkat viability | 5HT1E antag
O=C(CCNC(=O)Cn1ccc2ccccc2c1=O)NCCN1CCc2ccccc2C1 | -6 | 1.2 | -0.2 | 2 | -0.53 | 2 | -0.1 | -3 | -5
COCCCN(C(C)=O)c1nc(-c2ccccc2)cs1 | -22 | -0.2 | -3.3 | -6 | 0.15 | 0 | -0.5 | -5 | -2
C/C=C/COc1nc2c(c(=O)n(C)c(=O)n2C)n1C | -20 | -0.8 | -3.0 | -13 | -0.92 | 18 | 0.5 | 4 | -2
Cn1c(=O)n(Cc2ccccc2)c(=O)c2c1nc1n2CCCN1Cc1ccccc1 | -4 | 1.0 | -1.3 | 10 | 0.0053 | 18 | -1.0 | -2 | -12
O=C(CSc1nccc(=O)[nH]1)Nc1ccc(F)c(Cl)c1 | 4 | -0.7 | -3.6 | -3 | 1 | 7 | -1.0 | -7 | 0
Cc1nn2c(-c3ccc(Cl)cc3Cl)nnc2s1 | -10 | 0.6 | -0.7 | -8 | 1.1 | 11 | -0.8 | -6 | -6
O=C(Nc1ccc2ccccc2c1)c1cccnc1 | -10 | -0.2 | 0.8 | 8 | -1.5 | -12 | 0.2 | 0 | -4
O=C(NCCCn1ccnc1)c1ccco1 | 4 | -0.2 | 20* | -10 | 0.0055 | 1 | -1.0 | 0 | -5
CCCCCc1cc(O)c2c(C)cc(=O)oc2c1 | 4 | 0.4 | -2.9 | -21 | 0.38 | 5 | -0.4 | 7 | -18
Cc1ccsc1C(=O)OCc1csc(-c2ccccc2)n1 | 42 | -0.2 | 1.2 | 23 | -1.6 | -29 | -0.3 | -2 | 1
CCC(C)(C(=O)NC1CCCC1)N(C(=O)c1cnccn1)c1ccccc1 (stereo not drawn) | -1 | -0.5 | -4.5 | 2 | . | 18 | -1.1 | 5 | 8
COc1cc(OC)cc(-c2nnc(SCC(=O)Nc3cc(C)on3)o2)c1 | -7 | -0.4 | -1.2 | -10 | -0.035 | -2 | 0.0 | -3 | 1
CCOC(=O)C1C(=O)NC(N2CCCCC2)=NC1c1ccccc1 (stereo not drawn) | -13 | 0.5 | -2.3 | -6 | -0.06 | 10 | -0.3 | 7 | 0
COc1ccc(CCNc2oc(-c3ccccc3OC)nc2C#N)cc1OC | -40 | 0.0 | -1.1 | 1 | 3.1 | 24 | -0.3 | -2 | -1
O=C(/C=C\Nc1cccc(F)c1)c1ccc2c(c1)OCO2 | -6 | -0.8 | -0.1 | 12 | -6.9* | -29 | -2.6 | -9 | 13
O=C(NCc1cccs1)c1csc2ccccc12 | 2 | -0.3 | -2.6 | -3 | 0.68 | 7 | -0.8 | -7 | -2
Cc1c(NC(=O)C(CC(=O)O)NCc2ccco2)c(=O)n(-c2ccccc2)n1C (stereo not drawn) | -8 | 0.9 | -1.6 | . | . | . | -1.2 | . | -7
CC(C)c1nnc(SCc2ccc(CSc3nnc(C(C)C)n3N)cc2)n1N | 1 | 0.6 | 1.0 | -8 | -1.2 | 2 | -0.8 | 4 | 1
CCC(C)c1ccc(O)c(N)c1 (stereo not drawn) | 4 | -0.8 | -5.9 | 2 | -1.3 | 20 | -1.5 | 4 | -10
COc1ccccc1NC(=O)c1cc(S(=O)(=O)N2CCOCC2)ccc1Cl | . | -0.1 | -0.8 | 5 | -0.49 | 13 | -0.1 | 0 | -2

At a glance, part of the list above.
SMILES | S1P1 ag-PAM | 5HT1E ag | HTR1A agonist | 5HT1a antag | D1 mod | HEK293 NFkB inh | S1P3 agonist | Jurkat viability | 5HT1E antag
COc1cc(OC)cc(-c2nnc(SCC(=O)Nc3cc(C)on3)o2)c1 | -7 | -0.4 | -1.2 | -10 | -0.035 | -2 | 0.0 | -3 | 1
CCOC(=O)C1C(=O)NC(N2CCCCC2)=NC1c1ccccc1 (stereo not drawn) | -13 | 0.5 | -2.3 | -6 | -0.06 | 10 | -0.3 | 7 | 0
COc1ccc(CCNc2oc(-c3ccccc3OC)nc2C#N)cc1OC | -40 | 0.0 | -1.1 | 1 | 3.1 | 24 | -0.3 | -2 | -1
O=C(/C=C\Nc1cccc(F)c1)c1ccc2c(c1)OCO2 | -6 | -0.8 | -0.1 | 12 | -6.9* | -29 | -2.6 | -9 | 13
O=C(NCc1cccs1)c1csc2ccccc12 | 2 | -0.3 | -2.6 | -3 | 0.68 | 7 | -0.8 | -7 | -2
Cc1c(NC(=O)C(CC(=O)O)NCc2ccco2)c(=O)n(-c2ccccc2)n1C (stereo not drawn) | -8 | 0.9 | -1.6 | . | . | . | -1.2 | . | -7
CC(C)c1nnc(SCc2ccc(CSc3nnc(C(C)C)n3N)cc2)n1N | 1 | 0.6 | 1.0 | -8 | -1.2 | 2 | -0.8 | 4 | 1
CCC(C)c1ccc(O)c(N)c1 (stereo not drawn) | 4 | -0.8 | -5.9 | 2 | -1.3 | 20 | -1.5 | 4 | -10
COc1ccccc1NC(=O)c1cc(S(=O)(=O)N2CCOCC2)ccc1Cl | . | -0.1 | -0.8 | 5 | -0.49 | 13 | -0.1 | 0 | -2

Later entries.
SMILES | S1P1 ag-PAM | 5HT1E ag | HTR1A agonist | 5HT1a antag | D1 mod | HEK293 NFkB inh | S1P3 agonist | Jurkat viability | 5HT1E antag
c1ccc(Cn2nnnc2C(c2cccs2)N2CCOCC2)cc1 (stereo not drawn) | 19 | -0.5 | -1.4 | -4 | -0.39 | 5 | 0.0 | -4 | -5
C=CCNc1nc(C2(C)CC3(CC(C)(C)OC3=O)C(=O)O2)cs1 (stereo not drawn) | 18 | -0.6 | -3.4 | . | . | . | -3.7 | . | -6
CCOc1ccc(S(=O)(=O)N2CCc3ccccc3C2)cc1 | 6 | -0.4 | 1.8 | 0 | 1.3 | 13 | -0.4 | 2 | 12
CC1CCN(c2oc(-c3ccccc3Cl)nc2C#N)CC1 | 6 | -0.5 | 1.3 | . | . | . | -0.4 | . | 37*
O=C1OC(Nc2ccc(F)cc2F)c2ccccc21 (stereo not drawn) | -22 | -0.4 | 0.7 | -7 | 0.069 | 16 | 0.0 | -5 | -21
O=C1c2cccnc2-c2ncccc21 | -17 | 0.0 | -2.1 | 11 | -1.4 | 4 | -0.4 | 2 | -1
CC1CC(C)CN(CCCNC(=O)Cc2c(C(=O)O)[nH]c3ccccc23)C1 (stereo not drawn) | . | -1.0 | -2.8 | 0 | 0.3 | 8 | . | . | -1
COc1cc(C(=O)N2CCN(C(=O)c3ccccc3)CC2)cc(OC)c1OC | 2 | 0.4 | -1.4 | -4 | -0.3 | 25 | -0.6 | 0 | -5
C=CCn1c(N)c(C(=O)OC(C)CC)c2nc3ccccc3nc21 (stereo not drawn) | -36 | -0.3 | 4.8 | 28 | 7.5* | -1 | -0.2 | 2 | 18
Cc1nnc(SCC(=O)NCC2CCCO2)n1-c1ccccc1 (stereo not drawn) | 0 | -1.9 | 0.9 | 1 | 0.58 | 5 | -1.2 | -1 | 4
Cc1cc(C)nc(Nc2ccc(N3CCOCC3)cc2)n1 | 5 | -1.6 | 0.2 | -3 | 0.58 | -2 | -0.5 | 0 | 6
CC1/C(=N/O)C(CN(C)C)C2CC1C2(C)C (stereo not drawn) | -30 | -0.6 | -4.8 | -5 | 0.022 | 4 | -0.4 | -2 | 11
CCOc1cccc(OCCCCN2CCCCC2)c1 | 4 | 1.3 | 0.0 | -3 | -1.8 | 2 | 0.7 | -5 | 0
COC(=O)c1ccccc1S(=O)(=O)N(Cc1cc2ccc(OC)cc2[nH]c1=O)CC1CCCO1 (stereo not drawn) | -10 | 0.9 | -0.6 | 7 | . | 10 | -1.3 | 10 | 4
O=C(O)c1cc(O)ccc1-c1ccc(O)cc1 | 13 | -0.9 | -2.1 | -9 | -1.5 | 13 | -0.2 | 4 | 2
O=C(Cc1cccs1)N1CCN(c2ccccn2)CC1 | 0 | -0.4 | 1.2 | -9 | -4.5* | 1 | -0.2 | -5 | -8
Cc1ccc2c(c1)c1c(n2C)C(C(N)=O)CCC1 (stereo not drawn) | -12 | -0.3 | 0.8 | 2 | 0.37 | -1 | -0.6 | -2 | -1
Brc1ccc(-c2nc(-c3cccnc3)no2)o1 | 7 | 0.6 | 0.1 | -7 | 1.8 | -4 | 0.4 | -9 | -9
O=C1Cc2ccccc2C(c2ccccc2)N1 (stereo not drawn) | -22 | 0.1 | -1.4 | 0 | -1.3 | 16 | -0.6 | 1 | -14
COc1nc(-c2ccc(Cl)cc2)ccc1-c1noc(-c2ccco2)n1 | . | 0.8 | -0.4 | -9 | -0.1 | 24 | . | . | 8
CCCCNC(=O)CSc1nc2ccccc2c(=O)n1C1CCCC1 | 5 | 0.1 | 0.9 | 32 | 1.1 | 5 | 0.0 | -6 | 6
CCCCCCn1c(C(C)NC(=O)c2ccco2)nc2ccccc21 (stereo not drawn) | 14 | 1.4 | -2.5 | 37 | 0.29 | 10 | 0.3 | 2 | 3
Cc1cc(NC(=O)CSc2nc(-c3cccs3)cc(C(F)(F)F)n2)no1 | 4 | -0.1 | -2.3 | 21 | 0.16 | 29 | 0.0 | 74* | 59*
O=C(CN(Cc1ccco1)C(=O)CNS(=O)(=O)c1ccc(F)cc1)NCc1ccc(F)cc1 | 18 | 0.7 | -1.5 | 1 | -0.039 | 9 | -0.4 | -2 | 9
CCOC(=O)c1sc(NC(=O)COC(=O)Cn2cnc3ccccc32)c(C(=O)OCC)c1C | -10 | -0.1 | -1.8 | -13 | 5* | 13 | 0.2 | 4 | -2
CCOc1ccc2[nH]c(=O)c(C(c3nnnn3Cc3ccco3)N3CCC(C)CC3)cc2c1 (stereo not drawn) | 2 | -1.4 | -0.7 | 12 | -0.35 | 15 | 0.1 | -4 | -1
COc1cccc(NC(=O)Cc2nnc(SCCOc3ccccc3)n2C)c1 | 38 | -1.6 | -1.9 | 4 | . | 20 | -1.3 | 3 | 3
O=C(CSc1nnc2scc(-c3ccccc3)n12)N1CCN(Cc2ccccc2)CC1 | -16 | 0.3 | -0.4 | -10 | 1.4 | 12 | -1.1 | -8 | 5
OC(C#CCN1CCCCC1)c1ccccc1 (stereo not drawn) | -19 | 0.3 | -1.4 | -1 | 0.95 | 10 | -0.4 | -8 | 3
O=C(c1cc(-c2ccc(F)cc2)on1)N1CCCC1 | -52 | -0.5 | -3.4 | -11 | -3.6* | -38 | 0.5 | 2 | -10
CCOc1ccccc1-n1c(SCC(=O)N2CCOCC2)nnc1-c1ccccn1 | -1 | -0.7 | -0.2 | 1 | . | 11 | -1.0 | 6 | 1
O=C(NCC1CCCO1)C1CC(c2ccc(Cl)c(Cl)c2)=NO1 (stereo not drawn) | . | -0.6 | -2.0 | 11 | 0.46 | 5 | -0.4 | 3 | 1
NC(=O)CSc1nnc(Cc2ccc3c(c2)OCO3)n1C1CCCCC1 | -2 | 1.0 | -0.2 | 0 | 0.26 | 15 | -0.6 | 2 | -4

From PubChem
